Screening results: PubChem, several laboratories
GPR55 antagonists: inhibition of LPI-stimulated GPR55 beta-arrestin translocation – imaging, U2OS, beta-arrestin-GFP, LPI agonist, primary screen (AID 2013). U2OS GPR55 beta-arrestin-GFP translocation imaging, LPI antagonism; higher % means a stronger effect. inhibition, % at 10 µM, or IC50 in µM where a hit was titrated. hit rate 0.13% among 290,000;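 active = spots per cell inhibited over 60%, with over 100 cells counted and total cytoplasm intensity under 500,000; inconclusive = wells with under 100 cells, flagged as likely toxic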;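 note: U2OS cells stably carrying GPR55 and arrestin-GFP stimulated by 5 µM LPI near EC80; imaged beta-arrestin-GFP aggregate spots per cell after agonist stimulation; plate controls were LPI-stimulated DMSO wells for no effect and DMSO wells without LPI for full effect; some results filed as inactive read as strong as hits; confirmed hits need IC50 under 10 µM and bright autofluorescent wells are also inconclusive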
Myeloid diff MLP: compounds promoting myeloid differentiation. hit rate 1% among 360,000. calls only at 10 µM. ER-HoxA9 myeloid progenitors, lysozyme-GFP differentiation, flow cytometry;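 active = normalized GFP-positive differentiation at or above the plate's own cutoff, the solvent-only control mean plus 3 SD; inconclusive = no clear call, values can overlap the other calls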;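 note: cells exposed to compound for four days before flow analysis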
NOD1 inhibition: inhibition of NOD1-driven NF-kB reporter – cell-based, luminescence, uHTS, primary screen (AID 1578) | NOD1-driven NF-kB luciferase reporter cells, luminescence; higher % means a stronger effect | inhibition, % at 4 µM, or EC50 in µM where a hit was titrated | hit rate 1% among 290,000; in the data active = inhibition mostly above about 36%, no sharp cut-off; inactive = mostly below about 34%;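 note: HEK-293T reporter cells stimulated with the NOD1 agonist gamma-tri-DAP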
GPR55 beta-arrestin: selective activators of receptor GPR55 – imaging, U2OS cells, beta-arrestin-GFP redistribution, primary screen (AID 1961); U2OS GPR55 beta-arrestin-GFP redistribution imaging; higher % means a stronger effect; activation, % at 10 µM, or EC50 in µM where a hit was titrated; hit rate 0.048% among 290,000;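 active = activation above 40% with more than 50 cells counted in the well; inconclusive = wells holding fewer than 50 cells, flagged as toxic or sparse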;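 note: U2OS osteosarcoma cells stably expressing GPR55 and beta-arrestin-GFP; plate controls were DMSO negative control for no effect and LPI positive control for full effect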
T cell modulator: modulates CD8 T cell binding to vesicles | calls only at 7 µM | hit rate 0.068% among 330,000 | 2C CD8+ T cell-vesicle binding, flow cytometry; stronger effect = lower value;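 active = response, share of CD8 T cells binding vesicles, and their 90th percentile fluorescence all below set limits, cut at about 80% in these data, passing the limit was not always enough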
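Material: 2C TCR transgenic mouse naive CD8+ T cells, MACS-purified. Also added: QL9-charged Drosophila Ld/ICAM-1/B7-1 vesicles. Timing: binding 1.5 h at 37 °C. Measured by: high-throughput flow cytometry with anti-B7-1 and anti-CD8 staining. Read-out: percent CD8+ FL2 mean versus row control. Controls: Unloaded micro-vesicles (low), QL9 vesicles with 0.7% DMSO (high).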
KOR beta-arrestin-1: kappa opioid receptor activators – cell-based, luminescence, uHTS, primary screen (AID 1777) | KOR beta-arrestin recruitment, luminescence; higher % means a stronger effect | one-dose activation, % at 10 µM; EC50 in µM for titrated hits | hit rate 0.02% among 280,000; in the data active = activation above about 50%, passing the limit was not always enough; note: a part of the inactive calls stands beside numbers as strong as those of hits
NTR1 agonist: agonists of NTR1, primary screen, imaging, U2OS cells, beta-arrestin-GFP, high content (AID 493036). activation, % at 20 µM. NTR1-U2OS beta-arrestin-GFP spot imaging, agonist mode. P30989. hit rate 0.17% among 330,000;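 active = activation at or above 40% of the spot to cytoplasm intensity ratio, with at least 20 cells analyzed; inconclusive = wells under 20 cells, flagged as cytotoxic or low count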;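 note: 0% = DMSO without peptide and 100% = 100 nM NTR1 peptide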
Target sequence (P30989 whole entry, looked up): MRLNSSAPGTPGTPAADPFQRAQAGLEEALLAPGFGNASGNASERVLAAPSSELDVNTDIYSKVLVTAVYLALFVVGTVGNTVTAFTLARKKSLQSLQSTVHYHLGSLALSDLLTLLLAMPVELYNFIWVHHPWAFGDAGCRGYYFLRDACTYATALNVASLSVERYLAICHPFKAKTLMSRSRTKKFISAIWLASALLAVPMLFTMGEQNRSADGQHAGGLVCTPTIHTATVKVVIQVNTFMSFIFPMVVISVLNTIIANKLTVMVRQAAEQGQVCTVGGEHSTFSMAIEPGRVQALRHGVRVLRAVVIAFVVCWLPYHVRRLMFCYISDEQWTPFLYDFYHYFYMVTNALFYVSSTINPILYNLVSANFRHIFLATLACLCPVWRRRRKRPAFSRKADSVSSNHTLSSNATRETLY
KOR beta-arrestin-2: kappa opioid receptor blockers – cell-based, luminescence, uHTS (AID 1778) | inhibition, % at 10 µM, or IC50 in µM where a hit was titrated | hit rate 0.091% among 290,000 | KOR beta-arrestin recruitment, luminescence, antagonist mode; higher % means a stronger effect; note: strong numbers were not always called active
NOD2 inhibition: inhibition of NOD2-driven NF-kB reporter – cell-based, luminescence, uHTS, HEK293 (AID 1566) | HEK293 NOD2/NF-kB luciferase reporter, luminescence; higher % means a stronger effect | one-dose inhibition, % at 4 µM; EC50 in µM for titrated hits | hit rate 0.63% among 290,000; note: many of its hits are not listed in these tables
T cell modulator vesicle-bound %: further read-out of T cell modulator, marked with its call; double positive events, %; measured here: CD8+ vesicle-bound cell fraction;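 binding gate set so that unloaded-vesicle control wells show 10% double positive cells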
NTR1 agonist cell count 20 µM: further read-out of NTR1 agonist, marked with its call; cell count; measured here: cell count, cytotoxicity flag
Myeloid diff MLP GFP+ MAC1+ %: also measured in Myeloid diff MLP; calls as there; GFP+ MAC1+ double positive, %; measured here: differentiation confirmed by MAC1 staining
* marks the source's active call; other numbers are inactive results; i = inactive; ? = inconclusive; · = not tested or not shown; [ ] = another dose, or the depositor's remark. Cut-off read from the data, not from the text of the source, unless noted: active = inhibition above about 50%; inactive = the rest.

No.	mol	GPR55 antagonists	Myeloid diff MLP	Myeloid diff MLP GFP+ MAC1+ %	NOD1 inhibition	GPR55 beta-arrestin	T cell modulator
1	CCOc1ccccc1CNC(=O)Cn1ccc2cc(S(=O)(=O)N3CCCCCC3)ccc21	13%	?	·	2%	0.2%	i
2	Nc1ccc(-c2c3ccccc3nc3ccccc23)cc1	6%	i	1.0	-12%	-0.1%	i
3	COc1ccc(/C=N/NC(=O)CCc2n[nH]c(=O)[nH]c2=O)cc1OC	0%	i	0.3	12%	-0.2%	i
4	O=c1cc(O)c2c(=O)n(C3CCCCC3)c3ccccc3c2o1	-8%	i	1.8	-22%	0.2%	i
5	Cc1ccc(/C=N/NC(=O)c2ccc(-n3cccc3)cc2)o1	10%	i	2.1	4%	0.2%	i
6	CN(C)/C=C/C(=C\C(=O)C(F)(F)F)Nc1ccc(C(F)(F)F)cc1	7%	i	0.5	6%	-0.1%	i
7	c1ccc(CN2CCN(CCOCCOc3ccc4c(c3)CCC4)CC2)cc1	-4%	i	0.9	-43%	-0.1%	i
8	CCC1CCCCN1CC(O)COCc1cccc(OC)c1 (configuration not stated)	9%	i	0.9	-8%	-0.2%	i
9	COc1ccc(-c2cc(=O)n(-c3ccc([N+](=O)[O-])cc3)[nH]2)cc1	9%	i	0.1	-40%	0.3%	i
10	OCC1(Cc2cccc(F)c2)CCN(Cc2cccc3nccnc23)CC1	6%	i	0.4	-23%	-0.3%	i

No.	T cell modulator vesicle-bound %	KOR beta-arrestin-1	NTR1 agonist	NTR1 agonist cell count 20 µM	KOR beta-arrestin-2	NOD2 inhibition
1	36	-0.4%	1.6	55	15%	25%
2	25	-2.7%	·	·	6%	14%
3	9	-2.9%	-0.3	55	-41%	-9%
4	37	-3.1%	1.4	80	1%	-1%
5	35	0.4%	0.3	60	8%	18%
6	38	-3.6%	-0.2	40	0%[20 µM]	16%
7	46	-1.7%	-0.6	68	-15%	-16%
8	24	-2.8%	-1.0	44	-26%	8%
9	36	4.3%	2.1	54	26%	-15%
10	61	-0.2%	0.0	46	-29%	14%

(cont.)
No.	mol	GPR55 antagonists	Myeloid diff MLP	Myeloid diff MLP GFP+ MAC1+ %	NOD1 inhibition	GPR55 beta-arrestin	T cell modulator
11	COc1ccc(C(=O)NNC(=O)c2ccc(C)cc2)cc1S(=O)(=O)N1CCCC1	8%	i	0.3	-28%	-0.1%	i
12	Cc1cc(C)n2nc(SCN3C(=O)c4ccccc4C3=O)nc2n1	-7%	i	0.9	-2%	0.0%	i
13	COC(=O)c1ccc(COC(=O)c2ccc(SC)cc2OC)cc1	-2%	i	1.1	-48%	-0.5%	i
14	Cc1ccc(N=Cc2c(O)c3ccccc3oc2=O)cc1F	7%	i	0.8	0%	-0.2%	i
15	O=C1N=C(N2CCOCC2)S/C1=C1\C(=O)N(Cc2ccccc2)c2ccc(Br)cc21	6%	·	·	7%	-0.2%	·
16	COc1ccc(NC(=O)CCS(=O)(=O)c2ccc3c(c2)oc(=O)n3C)cc1OC	11%	i	0.6	-4%	0.0%	i
17	COc1cc(C(=O)NCc2cn3ccccc3n2)cc(OC)c1OC	3%	i	6.9	-33%	-0.3%	·
18	O=C1CCC([N+](=O)[O-])C(c2ccccc2Cl)N1 (configuration not stated)	0%	i	1.8	-6%	0.3%	i
19	C/C=C/c1ccc(OCC(=O)Nc2ccc(OC)c(OC)c2)c(OC)c1	4%	i	0.9	-30%	-0.3%	i
20	COc1ccccc1NC(=O)C(C)NC(c1ccccc1)c1ccccc1 (configuration not stated)	-7%	i	0.8	-17%	-0.1%	i

No.	T cell modulator vesicle-bound %	KOR beta-arrestin-1	NTR1 agonist	NTR1 agonist cell count 20 µM	KOR beta-arrestin-2	NOD2 inhibition
11	50	-6.2%	1.2	55	-14%	-30%
12	36	-3.8%	-0.6	53	-1%	-11%
13	44	4.8%	1.5	76	26%	-32%
14	27	-6.4%	-0.1	69	36%	-4%
15	·	3.1%	·	·	27%	-6%
16	37	3.6%	1.1	65	-8%	15%
17	·	7.8%	-0.7	55	-7%	11%
18	19	-5.1%	2.6	105	-21%	6%
19	19	0.1%	-0.9	62	-30%	17%
20	28	3.6%	5.8	61	-17%	-17%

Part of the list above, with two lines to a compound.
Order of results: GPR55 antagonists | Myeloid diff MLP | Myeloid diff MLP GFP+ MAC1+ % | NOD1 inhibition | GPR55 beta-arrestin | T cell modulator | T cell modulator vesicle-bound % | KOR beta-arrestin-1 | NTR1 agonist | NTR1 agonist cell count 20 µM | KOR beta-arrestin-2 | NOD2 inhibition
18. O=C1CCC([N+](=O)[O-])C(c2ccccc2Cl)N1 (configuration not stated)
 : 0% | i | 1.8 | -6% | 0.3% | i | 19 | -5.1% | 2.6 | 105 | -21% | 6%
19. C/C=C/c1ccc(OCC(=O)Nc2ccc(OC)c(OC)c2)c(OC)c1
 : 4% | i | 0.9 | -30% | -0.3% | i | 19 | 0.1% | -0.9 | 62 | -30% | 17%
20. COc1ccccc1NC(=O)C(C)NC(c1ccccc1)c1ccccc1 (configuration not stated)
 : -7% | i | 0.8 | -17% | -0.1% | i | 28 | 3.6% | 5.8 | 61 | -17% | -17%

(more compounds)
No.	mol	GPR55 antagonists	Myeloid diff MLP	Myeloid diff MLP GFP+ MAC1+ %	NOD1 inhibition	GPR55 beta-arrestin	T cell modulator
21	CC1(C)NC(=O)N(CCCCOc2cccc(C(F)(F)F)c2)C1=O	0%	i	6.1	-8%	-0.1%	i
22	COc1ccc(OC)c(CCNC(=O)c2ccc3c(=O)[nH]c4c(C(=O)NC(C)C)sc(=S)n4c3c2)c1	-4%	i	2.5	·	0.0%	i
23	Cc1cc(O)cc(=O)n1C	-3%	i	0.1	-38%	-0.4%	i
24	O=C(CNS(=O)(=O)c1ccc(Br)s1)NCc1ccccc1	9%	i	0.5	-26%	-0.2%	i
25	O=C(NCc1ccc2c(c1)OCO2)c1cc(S(=O)(=O)N2CCCCC2)ccc1F	-2%	i	6.0	-24%	-0.1%	i
26	CCOc1ccc2[nH]c(=O)c(CN(CCO)C(c3nnnn3C3CCCCC3)C(C)C)cc2c1 (configuration not stated)	4%	i	0.7	-32%	0.1%	·
27	O=[N+]([O-])c1cc(CN2CCCC2)ccc1Sc1ccc(Cl)cc1	26%	i	0.1	-39%	0.3%	i
28	Cc1nnc(SCC(=O)c2cc(C)n(-c3ccc4c(c3)OCO4)c2C)s1	-2%	i	1.7	18%	-0.2%	i
29	O=C(c1ccc(CS(=O)(=O)c2c(Cl)cccc2Cl)o1)N1CCCC1	-2%	i	3.0	-18%	0.2%	i
30	c1ccc(CC2CCN(C(c3cccs3)c3nnnn3C3CCCC3)CC2)cc1 (configuration not stated)	31%	i	1.8	24%	-0.1%	i

No.	T cell modulator vesicle-bound %	KOR beta-arrestin-1	NTR1 agonist	NTR1 agonist cell count 20 µM	KOR beta-arrestin-2	NOD2 inhibition
21	33	4.9%	0.9	77	-5%	-4%
22	10	9.1%	16	63	-51%	·
23	44	-4.6%	0.6	51	6%	-13%
24	44	-1.3%	2.9	51	-8%	10%
25	60	2.4%	-0.6	56	-14%	-19%
26	·	12%	·	·	-19%	-17%
27	39	-4.3%	-0.4	46	-197%[20 µM]	-40%
28	34	-0.2%	1.2	52	-20%	-16%
29	45	-13%	0.6	56	8%	-1%
30	38	-0.4%	1.8	68	29%	10%

More records.
No.	mol	GPR55 antagonists	Myeloid diff MLP	Myeloid diff MLP GFP+ MAC1+ %	NOD1 inhibition	GPR55 beta-arrestin	T cell modulator
31	Cc1c(NC(=O)c2cc3c(s2)-c2ccccc2OC3)cccc1[N+](=O)[O-]	9%	i	0.4	-13%	0.4%	i
32	COC(=O)c1sc(NC(=S)NC(=O)c2ccc(F)cc2)nc1C	7%	·	·	-7%	-0.4%	i
33	CCN(CC)S(=O)(=O)c1ccc(Cl)c(NC(=O)c2cc(Cl)ccc2Cl)c1	1%	i	0.5	-22%	-0.2%	i
34	Cc1ccc(C(c2nnnn2CS(=O)(=O)c2ccc(C)cc2)N2CCN(c3ncccn3)CC2)cc1 (configuration not stated)	9%	i	1.4	-41%	-0.3%	i
35	CN(C)c1ccc(/C=N/NC(=O)CN(c2ccccc2Cl)S(C)(=O)=O)cc1Br	·	i	1.5	34%	0.0%	i
36	CCOC(=O)C1CCN(C(=O)Cc2c(C(=O)O)n(CC)c3ccccc23)CC1	1%	i	6.1	-4%	0.5%	i
37	N/C(CSc1ccccn1)=N\OCc1c(Cl)cccc1Cl	5%	i	0.5	-11%	-0.1%	i
38	COC(=O)c1sc2ccccc2c1-n1cccc1C(=O)C(=O)Nc1ccc(Cl)cc1	8%	i	0.7	28%	0.3%	i
39	CN(C)C(CNC(=O)c1ccc2nc[nH]c2c1)c1ccccc1 (configuration not stated)	5%	i	0.9	-23%	-0.4%	i
40	Cc1ccc(S(=O)(=O)N(C)Cc2ccc(C(=O)N/N=C3\CC(=O)CC(C)(C)C3)cc2)cc1	-2%	i	0.5	-7%	-0.3%	i
41	C=CCNC(=S)N1CCC(C(=O)c2ccc(Cl)cc2)CC1	4%	i	0.8	11%	-0.2%	i
42	COc1cc(C(=O)NCCNc2nc3ccc(C)cc3cc2C#N)cc(OC)c1OC	-4%	i	0.4	11%	-0.1%	i

No.	T cell modulator vesicle-bound %	KOR beta-arrestin-1	NTR1 agonist	NTR1 agonist cell count 20 µM	KOR beta-arrestin-2	NOD2 inhibition
31	7	-3.1%	7.7	70	-16%	24%
32	47	3.0%	-1.8	10	-3%	-3%
33	29	-1.9%	2.3	66	-27%	8%
34	36	4.8%	2.1	102	-1%	-17%
35	42	3.1%	0.2	53	-14%	1%
36	33	-1.4%	-0.4	31	4%	8%
37	26	1.2%	-0.4	44	3%	-24%
38	58	1.6%	0.5	43	2%	-4%
39	14	4.6%	-0.3	44	-12%	0%
40	12	8.1%	0.9	61	-14%	-4%
41	32	2.5%	0.4	67	7%	13%
42	34	1.2%	1.0	71	-63%[20 µM]	15%

These rows are one share of the data; count on the stated rates, not on these rows.
